Luc counter – counter-screen: inhibitors of Kinase-Glo firefly luciferase | AID 1379 | Kinase-Glo luciferase, ATP luminescence, 8 min | Potency, µM (doses to about 38.3 µM), for the others: top-dose activity change, negative = inhibition, most hits filed as inhibitors | 200,000 tested, 0.28% active; note: potency is the fitted concentration of half-maximal effect; % is set by controls: 0 for no effect and ±100 for the full control effect; nearly all actives have a fitted effect of over 60% in size
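Substrate mix (final 50 mM imidazole pH 7.2, 50 mM KCl, 7 mM MgCl2, 10 uM ATP, 0.01% Tween 20, 0.05% BSA) plus pin-tool compound, then Kinase-Glo detection mix; 8 min ambient, luminescence read.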
L3MBTL1 inh – blocks human L3MBTL1; AlphaScreen L3MBTL1–H3K9me1 peptide binding; AID 485360; 230,000 tested, 0.66% active; Q9Y468; Potency, µM (series often up to 57.1 µM), for inactives: top-dose activity, negative = inhibition, most hits filed as inhibitors; note: potency is the fitted concentration of half-maximal effect; % is set by controls: 0 for no effect and ±100 for the full control effect; nearly all actives have a fitted effect of over 60% in size
Target sequence (Q9Y468 whole entry, looked up): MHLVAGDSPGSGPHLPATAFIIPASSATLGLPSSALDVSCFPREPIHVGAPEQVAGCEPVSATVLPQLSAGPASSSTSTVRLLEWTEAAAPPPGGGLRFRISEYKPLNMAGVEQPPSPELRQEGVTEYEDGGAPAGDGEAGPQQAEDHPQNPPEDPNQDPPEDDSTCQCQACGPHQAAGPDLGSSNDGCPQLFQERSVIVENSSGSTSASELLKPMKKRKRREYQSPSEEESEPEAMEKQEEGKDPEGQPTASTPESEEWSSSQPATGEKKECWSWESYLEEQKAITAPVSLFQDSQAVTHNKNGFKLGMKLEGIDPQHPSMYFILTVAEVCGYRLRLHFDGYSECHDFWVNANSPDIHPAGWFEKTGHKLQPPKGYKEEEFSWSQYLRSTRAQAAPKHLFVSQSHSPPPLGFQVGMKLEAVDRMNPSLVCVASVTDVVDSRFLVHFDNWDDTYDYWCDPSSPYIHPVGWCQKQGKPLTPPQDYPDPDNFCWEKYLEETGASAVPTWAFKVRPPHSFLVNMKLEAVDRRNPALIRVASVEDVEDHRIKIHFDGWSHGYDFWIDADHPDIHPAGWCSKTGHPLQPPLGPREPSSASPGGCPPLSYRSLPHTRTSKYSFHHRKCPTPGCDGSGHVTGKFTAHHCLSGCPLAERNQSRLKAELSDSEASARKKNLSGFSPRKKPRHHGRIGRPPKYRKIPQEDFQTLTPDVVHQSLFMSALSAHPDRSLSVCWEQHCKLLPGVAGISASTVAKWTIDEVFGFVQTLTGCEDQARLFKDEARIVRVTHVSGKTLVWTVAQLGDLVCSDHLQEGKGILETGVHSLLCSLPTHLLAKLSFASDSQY
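Read-out is AlphaScreen signal from streptavidin donor and nickel chelate acceptor beads (10 ug/mL final each) bridging L3MBTL1 (50 nM) and biotinylated K9-monomethylated H3(1-15) peptide (75 nM), after 30 min compound exposure at room temperature.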
HTT aggregate – mutant huntingtin aggregation inhibition | AID 1688 | 220,000 tested, 1.1% active | PC12 HttQ103-GFP aggregates, Acumen cytometry, 40 h | Potency, µM (doses to about 46.1 µM), for inactives: at the top dose activity change, negative = inhibition, actives largely listed as inhibitors; note: potency is the fitted concentration of half-maximal effect; % is set by controls: 0 for no effect and ±100 for the full control effect; nearly all actives have a fitted effect of over 60% in size
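Ecdysone-promoter PC12 model expressing HTT exon 1 Q103 fused to GFP, induced by tebufenozide at 100 nM final. Compounds titrated; aggregates sized 1–25 µm scored on a 488 nm laser cytometer.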
IMPase Li inh – membrane-permeable IMPase blocker, potentiated with lithium. CHO-M1 cells, IP1 TR-FRET (IP-One), carbachol + lithium. AID 1457. Potency, µM (doses to about 59.4 µM), without a hit: at the highest dose activity, negative = IMPase inhibition, actives largely listed as inhibitors. 210,000 tested, 0.35% active;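 note: IP1 builds up when IMPase is blocked and the TR-FRET signal falls; potency is the fitted concentration of half-maximal effect; plate controls were basal vehicle for no effect and high inhibitor control for full effect; nearly all actives have a fitted effect of over 50% in size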
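CHO-M1, 2000 cells/well, 16–30 h culture; cpd + low Li+, 30 min 37C; lysis with d2-IP1/Eu-anti-IP1 Ab, 10 min RT; TR-FRET 665/620 ratio and 620 channel; AC50 via Hill.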
Epigenetic derep – derepresses silenced GFP reporter in murine cells. murine LDR cells, GFP reporter derepression, 30 h. Potency, µM (series often up to 53.9 µM), without a hit: at the top dose GFP activation, most hits filed as activators. 280,000 tested, 0.2% active. AID 1865; note: potency is the fitted concentration of half-maximal effect; % of control where 0% means no effect; nearly all actives have a fitted effect of over 60% in size
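Murine LDR cells bearing a silenced CMV-driven GFP reporter were exposed to compound for 30 h at 37 C. After PBS washes, GFP-positive cells (20-120 um objects) counted by laser-scanning microplate cytometry.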
CBFb RUNX1 block – blocks binding between human CBF-beta and RUNX1; Q01196+Q13951; AlphaScreen CBFb-His/RUNX1-biotin binding, biochemical; Potency, µM (series often up to 59.8 µM), inactives show top-dose activity, negative = inhibition, most hits filed as inhibitors; 230,000 tested, under 10 active; note: % of control where 0% means no effect
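Compounds were screened at multiple concentrations against a preformed CBF-beta(His)/RUNX1(biotin) complex (30 nM of each) for 15 min at room temperature, followed by 90 min with nickel and streptavidin beads and AlphaScreen reading.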
NPSR antag – antagonists of human neuropeptide S receptor cAMP signaling. AID 1461. Potency, µM (titrated, usually from 38.3 µM), without a hit: at the top dose activity change, negative = inhibition, most hits filed as inhibitors. Q6W5P4. 220,000 tested, 1% active. CHO-NPSR cells, cAMP TR-FRET, antagonist mode; note: potency is the fitted concentration of half-maximal effect; % is set by controls: 0 for no effect and ±100 for the full control effect; nearly all actives have a fitted effect of over 50% in size; many of its hits are not listed in these tables
The depositor's hits bear a star; ? = inconclusive; nt = no result given; [ ] = another dose, or the depositor's remark. Calls come from the whole dose curve; as a rule, active = well fitted curve in the direction sought with a large enough effect; inconclusive = small, poorly fitted or top-dose-only effect, or another doubt; inactive = no such curve, though single readings can be large; an effect the other way counts as inactive or inconclusive.

Structure | NPSR antag | Luc counter | L3MBTL1 inh | CBFb RUNX1 block | Epigenetic derep | HTT aggregate | IMPase Li inh
O=C(COC(=O)CCc1nc2ccccc2s1)Nc1cccc(S(=O)(=O)N2CCOCC2)c1 | -10%[46.1 µM] | -5% | nt | 0% | -0.3% | 11% | -14%[38.3 µM]
COC1[C@H](OC(N)=O)C(O)[C@H](Oc2ccc3c(O)c(NC(=O)c4ccc(O)c(CC=C(C)C)c4)c(=O)oc3c2C)OC1(C)C (some centres not stated) | nt | -7% | nt | 10% | -0.5% | nt | 20%
COc1ccc(CNC(=O)COC(=O)c2cc(-c3ccc(Cl)s3)nc3ccccc23)cc1 | 10µM* | 0% | nt | 0% | 0.0% | 7% | 10µM*
O=C(COC(=O)c1ccc(S(=O)(=O)N2CCCC2)cc1)Nc1ccc(N2CCOCC2)cc1 | 18% | 2% | nt | -3% | 5.8% | 5% | -6%
COC(=O)[C@H](Cc1ccccc1)NC(=O)Nc1ccc(S(N)(=O)=O)cc1 | 14%[46.1 µM] | -1% | 4% | -3% | 0.0% | 7% | -3%[38.3 µM]
CC(C)(C)N=Cc1cc(-c2ccccc2)sc1O | -11%[46.1 µM] | 17% | nt | -20% | 0.8% | -4% | 41%[activator][38.3 µM]
COCCCNC(=O)c1c(N)n(-c2cccc(S(N)(=O)=O)c2)c2nc3ccccc3nc12 | -10%[46.1 µM] | 1% | 23% | ? | -1.1% | 11% | -13%[38.3 µM]
Cc1ccc(OCc2nnc(SCC(=O)N3c4ccccc4Sc4ccc(Cl)cc43)o2)cc1 | -20% | 4% | 3% | 8% | 0.0% | 17% | 14%
COCCNC(=O)c1ccc2c(c1)CCN2S(C)(=O)=O | 15% | 4% | nt | 2% | -2.8% | ? | -2%
CC(Sc1nnnn1C)C(=O)Nc1ccccc1 (configuration not stated) | 11% | -3% | 9% | 3% | 1.7% | 16% | -6%
Cc1ccc(C(C[N+](=O)[O-])Sc2ccc(N)cc2)cc1 (configuration not stated) | ? | nt | -16% | -4% | 6.5% | 2%[9.22 µM] | nt
C=C[C@]1(C)CC(=O)[C@@]2(O)[C@@]3(C)C(O)CCC(C)(C)C3C(O)C(OC(C)=O)[C@@]2(C)O1 (some centres not stated) | nt | -1% | nt | 7% | -0.3% | nt | -2%
O=c1n(CC2CO2)c(=O)n(CC2CO2)c(=O)n1CC1CO1 (configuration not stated) | nt | nt | nt | 7%[21.7 µM] | nt | 5% | 8%
CC(C)(CN1CCN(C(c2ccccc2)c2ccccc2)CC1)NS(=O)(=O)c1ccccc1 | -53% | nt | nt | 22% | -2.6% | -14%[9.22 µM] | nt
CC(C)Oc1ccc2ccccc2c1C=O | -13%[46.1 µM] | -3% | 4% | 4% | -2.7% | 0% | -19%[38.3 µM]
O=C(c1ccccc1)N1CCN(CC2CC=CCC2)CC1 (configuration not stated) | 9%[46.1 µM] | 2% | nt | 5% | ? | 4% | 34%[38.3 µM]
Cc1ccccc1-n1nnnc1SC(C)C(=O)NC1CCCc2ccccc21 (configuration not stated) | -27% | 2% | 9% | 4% | -2.0% | 7% | 9%
N#Cc1c(-c2ccco2)cc(-c2ccc(F)cc2)nc1N | -22%[46.1 µM] | -5% | nt | 21% | -1.0% | -5% | 15%[38.3 µM]
O=c1[nH]c(C2CC2)nc2sc3c(c12)CCCC3 | 17% | 0% | 4% | 2% | 2.2% | nt | -1%
CCOc1ccc(NC(=O)Nc2cc(C(C)C)ccc2C)cc1 | -42% | nt | nt | 15% | -1.1% | 0%[9.22 µM] | nt
Cc1ccc(NC(=O)c2ccccc2NS(=O)(=O)c2ccc(F)cc2)cc1S(=O)(=O)N1CCCCC1 | -55% | -3% | 7% | -2% | -1.8% | 2.5µM* | 11%
O=C(NC12CC3CC(CC(C3)C1)C2)N1CCN(c2nc(-c3ccccc3)cs2)CC1 | ? | -5% | -5% | -4% | -0.2% | ? | -4%[38.3 µM]
Cc1c(C(=O)NCc2cccnc2)sc2ncn(CC(=O)N3CCCCC3C)c(=O)c12 (configuration not stated) | 12%[46.1 µM] | 0% | -14% | 7% | -1.0% | -1% | 19%[38.3 µM]
CC(Oc1ccc(Cl)cc1Cl)C(=O)NCCC1=CCCCC1 (configuration not stated) | -12% | -1% | 14% | 0% | -1.1% | -22% | 10%
CSc1ccc(Cl)c(C(=O)Nc2nccs2)c1 | 2% | nt | nt | -4% | 1.4% | -17%[9.22 µM] | nt
CC(c1ccccc1)N1C(=O)C2C3CCC(C3)C2C1=O (configuration not stated) | 5% | -2% | -6% | -5% | -0.9% | 10% | -5%
O=C(CNS(=O)(=O)c1cccs1)NCc1ccccc1 | 15% | 4% | nt | 3% | 3.3% | 9% | -2%
O=C(O)CCC(=O)N1CCN(c2ncccn2)CC1 | -10% | nt | 16% | 1% | 0.0% | -7%[9.22 µM] | nt
CCc1ccc(NC(=O)CS(=O)CC(=O)Nc2ccc(F)cc2F)cc1 (configuration not stated) | 27%[46.1 µM] | -2% | 7% | 5% | -1.0% | 2% | 1%[38.3 µM]
CCn1c(=O)c2c(nc3n2CCCN3c2cccc(C)c2)n(C)c1=O | 30% | nt | -5% | 8% | 1.1% | -3%[9.22 µM] | nt
O=C(Nc1cccnc1)c1ccc(NC(=O)c2ccco2)cc1 | -19%[46.1 µM] | 1% | nt | 1% | -1.0% | 4% | 10%[38.3 µM]
CC(=O)c1c(C)[nH]c(C(=O)OCC(=O)Nc2ccc([N+](=O)[O-])cc2Cl)c1C | 4% | 10% | 8% | 1% | 2.6% | 4% | -2%
COc1ccc(-n2c(Cc3cccn3C)nnc2SCC(=O)Nc2cccc(NC(C)=O)c2)cc1 | -10%[46.1 µM] | -12% | -11% | -12% | -1.0% | 23% | 3%[38.3 µM]
CCc1ccc2[nH]c3nc(SCC(=O)NNC(=O)c4ccc(C(C)(C)C)cc4)nnc3c2c1 | -10%[46.1 µM] | 4% | 5% | 0% | -2.2% | 7% | 5%
CCOC(=O)c1[nH]c(C)c(C(=O)c2cc(F)ccc2F)c1C | ? | -1% | -5% | -1% | 0.9% | -21% | 5%[38.3 µM]
Cc1ccc(S(=O)(=O)c2c(C)nn(C(C)(C)C)c2OC(=O)c2ccco2)cc1 | ? | -1% | -1% | 1% | 0.8% | ? | 5%[38.3 µM]
Cc1cccc(OC(=O)c2sc(Cl)nc2C)c1 | -10% | 7% | 19% | 17% | -6.3% | -5% | 0%
O=C(c1cnsn1)N1CCN(c2ccccc2)CC1 | 3%[46.1 µM] | -4% | nt | -3% | -1.8% | 24% | -12%[38.3 µM]
Cc1c(Br)c(C(F)(F)F)nn1CC(=O)NCCCn1ccnc1 | 10% | 4% | 0% | 2% | 6.1% | 18%[9.22 µM] | 4%
CCCOC(=O)c1ccc(NC(=O)Oc2ccccc2)cc1 | 2%[46.1 µM] | 0% | -1% | -14% | -2.6% | 0% | 18%[38.3 µM]
Cc1ccc(S(=O)(=O)N2CCCC(C(=O)NCCC(C)C)C2)cc1 (configuration not stated) | 0% | -2% | -6% | 6% | -1.2% | 12%[9.22 µM] | 10%
Cc1ccc2cc(COC(=O)c3ccco3)c(=O)[nH]c2c1 | -21%[46.1 µM] | -2% | nt | 2% | -3.7% | 10% | 13%[38.3 µM]
C=CCn1sc(N)c(C(=O)OCC)c1=S | -19%[46.1 µM] | 13% | -3% | 0% | 3.6% | -8% | -2%[38.3 µM]
Cc1cc(-c2ccc(Cl)s2)n[nH]1 | -16%[46.1 µM] | 5% | 1% | 2% | 0.0% | -17% | -2%[38.3 µM]
CCOC(=O)N1CCN(C(=S)Nc2ccc(C)cc2)CC1 | 10% | 4% | 14% | 6% | -1.8% | 1% | -4%
CCn1c(C(c2ccccc2)c2ccccc2)n[nH]c1=S | -7%[46.1 µM] | -1% | nt | 0% | -2.9% | -4% | 4%[38.3 µM]
O=C1c2ccccc2C(=O)N1CCCc1nc2ccccc2c(=O)n1-c1cccnc1 | -16%[46.1 µM] | 0% | 4% | ? | ? | -1% | -11%[38.3 µM]
CCOC(=O)N1CCC(NC(=O)Cc2cn(C)c3ccccc23)CC1 | -6%[46.1 µM] | -4% | nt | 4% | -0.7% | -10% | -16%[38.3 µM]
CCOc1cc(CNCCCN2CCOCC2)cc(Br)c1OCc1ccccc1Cl | ? | 0% | -15% | -1% | 1.0% | 0%[9.22 µM] | 21%
Cc1cc(C(=O)COC(=O)c2ccc([N+](=O)[O-])o2)c(C)n1CC1CCCO1 (configuration not stated) | -4% | -2% | ? | -17% | -3.8% | 15% | 8%
COc1ccccc1CNC(=O)C1CCN(S(=O)(=O)N2CC(C)CC(C)C2)CC1 (configuration not stated) | -10%[46.1 µM] | 3% | 10% | 1% | -0.2% | 11% | 2%[38.3 µM]
Cc1nc2cc(CO)ccc2n1C | 0%[46.1 µM] | -1% | 5% | 7% | 0.0% | 1% | 0%
CC(=O)N1CCc2cc(S(=O)(=O)N3CCOCC3)ccc21 | -11%[46.1 µM] | 15% | nt | -5% | -0.3% | -4% | 7%[38.3 µM]
Cc1cc(C)nc(N2CCC(C(=O)NC3CCCc4ccccc43)CC2)n1 (configuration not stated) | -22%[46.1 µM] | -1% | 4% | 1% | 1.0% | -1% | -5%[38.3 µM]
Cc1cccc(NC(=O)NCc2ccc3c(c2)OCO3)c1C | 3% | -2% | nt | -5% | -2.6% | 1% | 14%
Cc1ccc2nc(NC(=O)c3ccc(-c4nc5ccccc5s4)s3)sc2c1 | -2% | -4% | -8% | 5%[2.36 µM] | 1.2% | -9% | ?
CN(C)C(=O)c1cc([N+](=O)[O-])cc([N+](=O)[O-])c1N(C)C | ? | -3% | -4% | -3% | -0.9% | 1% | 18%[38.3 µM]
CCC(C)NCC(=O)Nc1sc2c(c1C(N)=O)CCC2 (configuration not stated) | ? | -2% | nt | -3% | 0.1% | 12% | 19%[38.3 µM]
O=C(CSC1=NCCS1)Nc1ccc(S(=O)(=O)N2CCCCCC2)cc1 | -22%[46.1 µM] | 2% | 3% | 2% | -3.1% | 8% | 5%[38.3 µM]
CCn1c(CCNC(=O)c2ccccc2Cl)n[nH]c1=S | 0%[46.1 µM] | -4% | -4% | 5% | -1.2% | -4% | -6%[38.3 µM]

With a hit mark in HTT aggregate (from the list above):
mol | NPSR antag | L3MBTL1 inh | CBFb RUNX1 block | Epigenetic derep | HTT aggregate | IMPase Li inh
Cc1ccc(NC(=O)c2ccccc2NS(=O)(=O)c2ccc(F)cc2)cc1S(=O)(=O)N1CCCCC1 | -55% | 7% | -2% | -1.8% | 2.5µM* | 11%

Source: PubChem

This is a subset, so the mix of outcomes need not match the whole.
